Source: PubChem BioAssay (several laboratories)
BB579 growth dn: chemicals that inhibit yeast BB579 growth in restrictive medium (lifespan-shortening candidates). 140,000 compounds, 0.51% hits. AID 804. S. cerevisiae BB579 growth, OD615, 48 h. inhibition, % at 10 µM;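 active = inhibition above a set limit, 3 SD over the mean compound inhibition, cut at about 44% in these data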; note: inactives centre near -24
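Detection: OD615 turbidity measurement; Material: Saccharomyces cerevisiae DeaD strain BB579, replicative lifespan model yeast; Timing: 48 h exposure, 30 °C; Doses: single 10 µM dose; Medium: CSMM-D restrictive synthetic medium containing dextrose (glucose); Controls: amphotericin B at 10 µg/mL as positive control.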
HCT116 bCat-KO: beta-catenin-lacking colon tumor cell growth suppression; HCT116 beta-catenin knockout viability, CellTiter-Glo, 60 h; stronger effect = lower value; AID 818; viability, % at 10 µM; 140,000 compounds, 1.5% hits;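 active = viability at or under a set limit, the compound median less 4 SD, cut at about 6% in these data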;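 note: 0% = Hyamine 1622 control at 20 µM and 100% = untreated cell control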
Measles CPE: protection of cells from measles virus; protection (pct of control), % at 4 µM; 140,000 compounds, 1.5% hits; Measles virus-infected cells, CPE protection, absorbance; in the data active = protection mostly above about 24%, no sharp cut-off; inactive = mostly below about 26%; note: some compounds called inactive have numbers as strong as hits
E-sel TNF inh: blocks E-selectin expression induced by TNF alpha; HUVEC TNFa-induced E-selectin immunofluorescence, high content; 120,000 compounds, 0.71% hits; inhibition, % at 2 µM; AID 1246;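 active = inhibition above the batch mean plus 3 SD, and confirmed as a hit on visual image review, cut at about 43% in these data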;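 note: 0% = TNF-stimulated DMSO wells and 100% = unstimulated control wells; not every result past the cut was called active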
GALR2 blocker: GALR2 (human) receptor antagonism | O43603 | GALR2-expressing cells, antagonist mode | inhibition, % at 4 µM | 140,000 compounds, 0.39% hits; in the data active = inhibition above about 27%;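 note: cells stimulated with galanin 1-16 at roughly its EC80; 0% = agonist challenge control and 100% = basal control without agonist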
Target sequence (O43603 whole entry, looked up): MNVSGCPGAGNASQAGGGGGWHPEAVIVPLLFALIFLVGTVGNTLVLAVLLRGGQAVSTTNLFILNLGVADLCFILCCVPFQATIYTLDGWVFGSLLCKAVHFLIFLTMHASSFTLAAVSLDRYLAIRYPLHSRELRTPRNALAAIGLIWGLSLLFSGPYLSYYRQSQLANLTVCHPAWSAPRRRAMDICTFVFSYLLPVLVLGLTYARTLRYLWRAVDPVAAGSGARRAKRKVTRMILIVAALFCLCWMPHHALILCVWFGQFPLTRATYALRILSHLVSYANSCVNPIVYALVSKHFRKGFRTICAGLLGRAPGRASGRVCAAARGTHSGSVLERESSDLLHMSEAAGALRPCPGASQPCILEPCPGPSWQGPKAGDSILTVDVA
MRP1 act: activators of MRP-1; H69AR cells + doxorubicin, viability rescue, CellTiter-Glo; viability increase, % at 10 µM; 140,000 compounds, 0.61% hits;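 active = viability gain under doxorubicin at or above a set limit, the compound median plus 3 SD, cut at about 4.7% in these data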;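 note: MRP-1 overexpressing cells given doxorubicin 25 µM after compound pretreatment; 18-22 h compound pretreatment then 72 h with doxorubicin before readout; 0% = doxorubicin-only wells and 100% = vehicle-treated cells without doxorubicin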
Yeast lifespan up: yeast lifespan extension. S. cerevisiae growth with nicotinamide, OD615; deaD strain in restrictive glucose medium. inhibition of the nicotinamide effect, % at 10 µM. 130,000 compounds, 0.68% hits. AID 775;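 active = inhibition above a set limit, placed 3 SD over the median of all compounds, cut at about 26% in these data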;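 note: 0% = nicotinamide-treated wells and 100% = cells grown without nicotinamide; some compounds called inactive have numbers as strong as hits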
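Test system: DeaD-strain S. cerevisiae / Buffer or medium: restrictive glucose medium / Also added: nicotinamide 1.5 mM / Doses: one concentration, 10 µM, DMSO 0.25% / Schedule: 48 h at 30 °C / Signal: OD615 measurement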
Phagocyt inh: blocks phagocytosis by macrophages; J774A.1 macrophage IgG-bead phagocytosis, imaging; inhibition, % at 5 µM; 110,000 compounds, 0.07% hits; AID 1029;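 active = inhibition above the mean of the plate negative controls plus 5 SD, cut at about 13% in these data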;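 note: phagocytic index as fraction of beads internalized from green versus red external bead signal; plate controls were DMSO negative control for no effect and cytochalasin-D positive control for full effect; some results beyond the cut were filed as inactive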
PTEN del growth: PTEN-deleted cell growth suppression; HCT116 PTEN-null viability, CellTiter-Glo, 60 h; stronger effect = lower value; viability, % at 10 µM; 140,000 compounds, 1.2% hits;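 active = viability at or below a set limit, 4 SD under the median of all tested compounds, cut at about 3.7% in these data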;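 note: PTEN knockout HCT116 line with beta catenin targeted HCT116 as companion control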
NPY-Y2 antag: blocks the human neuropeptide Y Y2 receptor. P49146. NPY-Y2 expressing cells, antagonist mode. inhibition, % at 2.7 µM. 140,000 compounds, 0.99% hits. AID 793; in the data active = inhibition above about 17%;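 note: 0% = vehicle with agonist challenge and 100% = reference antagonist with challenge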
Target sequence (P49146 whole entry, looked up): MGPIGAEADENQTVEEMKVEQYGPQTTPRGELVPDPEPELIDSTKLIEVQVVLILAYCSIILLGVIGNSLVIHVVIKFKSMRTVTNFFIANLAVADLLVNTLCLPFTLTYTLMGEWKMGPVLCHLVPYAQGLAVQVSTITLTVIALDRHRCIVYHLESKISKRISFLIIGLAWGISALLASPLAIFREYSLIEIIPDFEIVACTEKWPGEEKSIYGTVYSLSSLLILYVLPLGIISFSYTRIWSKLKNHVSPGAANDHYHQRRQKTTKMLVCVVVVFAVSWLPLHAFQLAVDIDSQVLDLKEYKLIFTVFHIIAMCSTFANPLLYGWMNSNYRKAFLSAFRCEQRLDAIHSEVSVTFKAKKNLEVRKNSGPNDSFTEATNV
Active calls of the source: *; . = not tested or not shown.

The line under a structure holds: BB579 growth dn, HCT116 bCat-KO, Measles CPE, E-sel TNF inh, GALR2 blocker, MRP1 act, Yeast lifespan up, Phagocyt inh, PTEN del growth, NPY-Y2 antag
> C[C@@H]1NC(=O)c2cc([N+](=O)[O-])cc(I)c2NCCCC[C@@H](C(N)=O)NC(=O)[C@H](CC(N)=O)NC1=O
 : -5, 90, 2, 3, -3, -1.0, 5, ., 97, -2
> Cc1ccc(S(=O)(=O)NCC(=O)OCC(=O)NC(=O)c2cccn2C)cc1
 : -67, 79, 8, -5, 6, -0.9, -3, 0, 84, 0
> Cc1ccc(CNC(=O)C2CC(=O)N(c3ccc(OCC(=O)N4CCCC4)cc3)C2)cc1 (centres undefined)
 : -15, 100, 15, 14, 9, 0.2, ., ., 96, 0
> CCOC(=O)c1ccc(NC(=O)c2ccc(NS(C)(=O)=O)cc2)cc1
 : 28, 81, 7, 14, 8, -1.5, -13, -1, 77, 0
> O=C(N/N=C/c1ccc2c(c1)OCO2)c1ccc(Br)o1
 : -38, 93, 2, -3, -13, 2.5, -8, -7, 95, 5
> Oc1ccccc1CN1CCC(C(O)(c2ccccc2)c2ccccc2)CC1
 : -32, 63, 16, -17, -5, -5.0, 3, 0, 59, 5
> O=C1c2ccccc2NC2(CCCC2)N1O
 : -29, 76, 2, -8, 17, -1.4, 9, ., 65, 2
> CCOC(=O)N/N=C(\C)c1ccc(Br)cc1
 : -16, 95, 6, -1, 9, 1.7, -7, -2, 103, -1
> CCOC(=O)N1CCN(c2ncnc3c2[nH]c2ccc(OC)cc23)CC1
 : -29, 54, 2, 10, 12, -2.8, -7, 0, 55, 3
> CC1CCCCC1NC(=O)CSc1nnc(-c2ccccc2)n1N (centres undefined)
 : 5, 94, -1, -4, 8, 1.9, -7, -1, 103, 2
> COc1cc(CNCc2ccccn2)ccc1OCc1ccc(Cl)cc1Cl
 : -27, 2.4*, 20, -23, 3, -5.5, -10, ., 3.5*, 10
> COc1ccc([N+](=O)[O-])cc1NC(=O)CSCc1ccccc1C
 : -54, 88, 3, ., -16, 1.0, 1, ., 99, 1
> COc1ccccc1Nc1cc(C)nc2c(C)ccc([N+](=O)[O-])c12
 : 7, 82, 0, ., -7, -1.7, -4, -3, 83, 2
> Cc1ccc(S(=O)(=O)Cn2nnnc2C(CC(C)C)N2CCN(C(=O)c3ccco3)CC2)cc1 (centres undefined)
 : -59, 88, 9, 2, 11, -2.5, 3, -2, 97, 1
> Cc1ccc(NC(=O)CSc2nn(-c3ccc(Cl)cc3)c(=S)s2)cc1S(=O)(=O)N(C)C
 : 0, 13, 15, ., 3, -3.3, 1, -4, 14, 1
> COc1ccc(CCNC(=O)CC2SC(=NCCC(C)C)NC2=O)cc1OC (centres undefined)
 : -15, 98, 3, ., 0, 1.0, 7, ., 95, -2
> CCCc1nnc(NC(=O)CCC(=O)N2CCN(c3ccccn3)CC2)s1
 : -23, 114, 17, -1, 4, 2.2, -11, ., 108, 6
> COC(=O)c1ccccc1SC1CC(=O)N(c2cccc(C)c2)C1=O (centres undefined)
 : -32, 96, 12, ., 10, -0.7, -4, -1, 102, -1
> COc1ccccc1C(=O)N/C(=C\c1ccc(Br)cc1)C(=O)NCCO
 : -10, 95, 4, ., -2, -1.6, -1, -1, 94, 3
> Cc1ccc(-c2csc(NC(=O)CCNC(=O)c3ccccc3Cl)n2)cc1
 : 9, 41, 9, -4, -2, -0.6, 0, 1, 62, -2
> Cc1nc(NC(=O)c2ccco2)sc1C(=O)Nc1ccc(Br)cc1
 : -24, 86, 7, ., -5, -5.7, -24, -1, 80, 2
> Cc1ccc(C)c(NC(=O)CSc2nc(C)cc(C)c2C#N)c1
 : -38, 78, 2, -10, -11, -5.1, ., ., 93, 6
> O=[N+]([O-])c1cccc(Cl)c1NCCNS(=O)(=O)c1ccccc1
 : -36, 73, 2, 6, -5, -3.2, -10, -2, 53, 2
> CC(=O)c1cccc(N(CC(=O)Nc2ccc(F)cc2)S(C)(=O)=O)c1
 : -13, 100, 24, 22, 6, 0.5, 0, -2, 105, 4
> CCC(CC)=N/N=C/c1c(O)n(CC)c2cc(C3=NNC(=O)CC3)ccc12
 : -8, 90, 18, 5, 4, -2.2, ., ., 93, 2
> CCNC(=O)COC(=O)c1cc(-c2ccc(OC)cc2)nc2ccccc12
 : -37, 77, 5, ., 1, 1.9, -11, ., 87, -2
> C#CCn1c(=NC(=O)CSCC(=O)N2CCOCC2)sc2ccccc21
 : -13, 87, 20, -3, -1, -1.4, -1, -3, 90, 3
> Cc1cnc(NC(=O)CSc2ccccc2)s1
 : -46, 111, 11, -16, -10, 0.2, -12, -2, 103, 2
> COC(=O)C(CC(=O)c1ccc(Cl)cc1)c1ccc(C(C)C)cc1 (centres undefined)
 : -31, 97, 18, 11, 0, 0.2, 9, 0, 83, 5
> CCNC(=O)CN(c1ccc(CC)cc1)S(C)(=O)=O
 : 3, 106, 2, -7, -1, 2.5, -7, 0, 96, 3

Next part
Molecule | BB579 growth dn | HCT116 bCat-KO | Measles CPE | E-sel TNF inh | GALR2 blocker | MRP1 act | Yeast lifespan up | Phagocyt inh | PTEN del growth | NPY-Y2 antag
CC1=Nc2cc(C(=O)NCc3ccco3)ccc2Sc2ccc(C)cc21 | -18 | 11 | 1 | . | 19 | -3.8 | -1 | 7 | 10 | 2
O=C(C[n+]1cc(-c2ccccc2)n2c1CCC2)OCc1ccccc1 | -23 | 89 | . | . | -4 | 1.5 | 2 | -7 | 101 | 6
CCOC(=O)C1=C(C)NC2=C(C(=O)CCC2)C1c1cc(OC)ccc1OC (centres undefined) | -11 | 102 | 1 | . | -2 | -1.0 | -4 | -1 | 103 | -2
Cc1ccc(OCC(=O)N/N=C/c2c[nH]c3ccccc23)c([N+](=O)[O-])c1 | -14 | 86 | 21 | -22 | 3 | -0.5 | 0 | . | 94 | 4
CC(CNC(=O)COc1ccccc1)OC(=O)Nc1cccc(Cl)c1 (centres undefined) | -20 | 93 | 4 | . | 17 | -2.4 | -4 | 0 | 93 | 4
O=C(O)CCS(=O)(=O)Cc1ccccc1Cl | -38 | 90 | 2 | -19 | -11 | -0.5 | -14 | . | 90 | 1
CC(C)c1nnc(-c2ccc(Cl)cc2)c(N(C)C)n1 | 19 | 98 | 2 | 6 | -4 | -0.2 | -7 | . | . | 5
Cc1cc(OCC(=O)N2CCOCC2)cc2oc(=O)c3ccccc3c12 | -5 | 90 | 4 | -9 | 4 | -1.5 | -5 | . | 90 | 2
S=C1NCCc2ccccc2C1c1ccccc1 (centres undefined) | -28 | 90 | 5 | 7 | 6 | -2.2 | . | . | 88 | 6
C=C(C)CSc1nnc(-c2ccc(OC)cc2)n1N | -10 | 95 | 4 | -7 | -3 | -1.4 | -11 | 0 | 82 | -1
CCCCOc1ccc(CN(CCO)CCO)cc1[N+](=O)[O-] | 3 | 107 | 1 | -16 | 5 | -1.2 | 0 | . | 108 | 2
Cc1cc(C)nc(Sc2ncnc3c2oc2ccccc23)n1 | 11 | 64 | 3 | -8 | 19 | -7.2 | -7 | 0 | 77 | 0
Cc1cc(NC(=O)/C(C#N)=C/c2ccco2)n(-c2ccccc2)n1 | -11 | 96 | 5 | -95 | 2 | -1.4 | -9 | -7 | 102 | 2
CCOC(=O)C(C)Sc1nc(-c2ccccc2)nc2ccc(F)cc12 (centres undefined) | -11 | 78 | 11 | -32 | -8 | -1.5 | 0 | . | 82 | 13
CCS(=O)(=O)N1CCC(C(=O)NCc2cccs2)CC1 | -27 | 91 | 15 | 4 | 6 | 0.8 | -4 | 1 | 94 | 0
CCN(CC)CCNC(=O)CCCCn1c(=S)[nH]c2c([nH]c3ccc(OC)cc32)c1=O | -33 | 88 | 9 | -41 | -13 | -1.5 | 4 | -1 | 99 | 3

Compound profiles, from the list above. Order of screens: BB579 growth dn | HCT116 bCat-KO | Measles CPE | E-sel TNF inh | GALR2 blocker | MRP1 act | Yeast lifespan up | Phagocyt inh | PTEN del growth | NPY-Y2 antag
`CCOC(=O)C(C)Sc1nc(-c2ccccc2)nc2ccc(F)cc12` (centres undefined) in the list: -11 | 78 | 11 | -32 | -8 | -1.5 | 0 | . | 82 | 13
`CCCCOc1ccc(CN(CCO)CCO)cc1[N+](=O)[O-]` in the list: 3 | 107 | 1 | -16 | 5 | -1.2 | 0 | . | 108 | 2
`Cc1cc(NC(=O)/C(C#N)=C/c2ccco2)n(-c2ccccc2)n1` in the list: -11 | 96 | 5 | -95 | 2 | -1.4 | -9 | -7 | 102 | 2
`CCN(CC)CCNC(=O)CCCCn1c(=S)[nH]c2c([nH]c3ccc(OC)cc32)c1=O` in the list: -33 | 88 | 9 | -41 | -13 | -1.5 | 4 | -1 | 99 | 3
`Cc1cc(C)nc(Sc2ncnc3c2oc2ccccc23)n1` in the list: 11 | 64 | 3 | -8 | 19 | -7.2 | -7 | 0 | 77 | 0

The results go on.
Molecule | BB579 growth dn | HCT116 bCat-KO | Measles CPE | E-sel TNF inh | GALR2 blocker | MRP1 act | Yeast lifespan up | Phagocyt inh | PTEN del growth | NPY-Y2 antag
CCN(CC)c1ccc(NC(=O)c2cnn(CC)c2)cc1 | -31 | 98 | 13 | -21 | 1 | 3.4 | 5 | -1 | 91 | 0
CCOC(=O)c1c(C)c(C(=O)NCCc2ccc(S(N)(=O)=O)cc2)c(C)n1CC | -46 | 97 | 6 | . | -9 | -2.8 | -4 | -1 | 105 | 1
Cc1ccc(NC(=O)N2CCC(C(=O)NCC(C)C)CC2)cc1 | -68 | 105 | 13 | -21 | 4 | 1.2 | -1 | -1 | 112 | 2
O=S(=O)(NCCNS(=O)(=O)c1ccccc1)c1ccccc1 | -41 | 87 | 8 | -9 | -6 | -0.1 | -6 | 0 | 92 | 2
COC(=O)c1cccc(S(=O)(=O)N2CCC(c3nc4ccccc4o3)CC2)c1 | -27 | 72 | 5 | 2 | -17 | 0.0 | . | . | 79 | 0
CC1=C(C(=O)OCC(C)C)C(c2ccc(F)cc2)NC(=O)N1 (centres undefined) | -25 | 93 | 8 | . | -18 | -0.5 | 9 | 0 | . | -1
COc1ccc(/C=N/n2cnnc2SCc2ccccc2)cc1 | -66 | 88 | 7 | 5 | -9 | 2.7 | -21 | 1 | 101 | 1
Cc1c(NS(=O)(=O)N2CCCC2)c(=O)n(-c2ccccc2)n1C | -13 | 97 | . | 1 | -10 | -0.9 | -14 | 1 | 92 | -2
Cc1ccc(Cn2ccc(NC(=O)c3cc(-c4ccc5c(c4)OCO5)on3)n2)cc1 | -40 | 92 | 16 | . | 2 | -1.2 | 2 | 1 | 96 | -2
N#C/C(=C/c1ccc(Sc2nc3ccccc3[nH]2)o1)c1cccc(Br)c1 | -24 | 55 | 7 | 9 | -25 | -5.9 | 0 | -1 | 27 | -2
N=c1sccn1CC(=O)Nc1ccccc1Cc1ccccc1 | -62 | 75 | 3 | . | 1 | -0.3 | -6 | 0 | 95 | 8
Cc1nc2ccccc2n1CSc1ccccc1 | -49 | 85 | 29 | . | 9 | 0.0 | 7 | -5 | 92 | 7
